# IDH1 R132H inh: human IDH1 R132H inhibition; IDH1-R132H enzyme, NADPH consumption, diaphorase/resazurin fluorescence; Potency, µM (titrated, usually from 76.6 µM), for the others: at the highest dose activity change, negative = inhibition, usual class: inhibitors; 390,000 compounds, 0.093% hits; also: potency is read from the fitted curve at half-maximal effect; % is scaled to controls: 0 for no effect and ±100 for the full control effect; nearly all actives have a fitted effect of over 65% in size
# Target sequence (O75874 whole entry R132H, stated change not applied): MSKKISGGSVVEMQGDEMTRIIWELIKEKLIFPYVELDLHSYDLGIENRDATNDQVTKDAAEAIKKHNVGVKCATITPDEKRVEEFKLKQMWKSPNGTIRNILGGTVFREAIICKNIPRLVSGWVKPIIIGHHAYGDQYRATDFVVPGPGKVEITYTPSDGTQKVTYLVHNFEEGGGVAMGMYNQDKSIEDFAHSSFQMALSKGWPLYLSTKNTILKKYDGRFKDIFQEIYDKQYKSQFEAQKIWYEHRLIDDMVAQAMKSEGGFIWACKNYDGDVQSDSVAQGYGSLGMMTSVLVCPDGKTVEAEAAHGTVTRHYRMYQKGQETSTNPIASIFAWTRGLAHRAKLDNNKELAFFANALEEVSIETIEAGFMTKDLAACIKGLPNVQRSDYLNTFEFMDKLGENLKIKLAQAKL
#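 IDH1-R132H (0.5 ug/mL) preincubated 30 min with compound, then NADPH (0.016 mM) and alpha-KG (2 mM) added; 80 min at RT, pH 7.5. Remaining NADPH coupled via diaphorase/resazurin to fluorescence (540/590 nm); concentration-response curves normalized to no-enzyme control.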
# RXFP1 ag: agonists of human relaxin receptor RXFP1. Q9HBX9. HEK293T-RXFP1 cAMP TR-FRET, 30 min; response scale: percent of porcine relaxin response, buffer zero. Potency, µM (highest dose often 57.5 µM), for the others: top-dose activation, hits mostly activators. 370,000 compounds, 0.3% hits; also: potency is read from the fitted curve at half-maximal effect; % is scaled to controls: 0 for no effect and ±100 for the full control effect; nearly all actives have a fitted effect of over 60% in size; many of its hits are not listed in these tables
#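 cAMP rise read by TR-FRET after 30 min, 37C compound exposure (up to 58 uM) in RXFP1-transfected HEK293 cells with Ro 20174 present. EC50 from Hill-equation fits, with 29 nM porcine relaxin as 100% and buffer as basal.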
# TrxR1 substrate: rat thioredoxin reductase 1 substrate activity. O89049. purified TrxR1 substrate turnover, NADPH consumption readout. Potency, µM (series often up to 114 µM), for inactives: at the top dose activity change, negative = substrate turnover. 390,000 compounds, 0.01% hits; also: potency is read from the fitted curve at half-maximal effect; % is scaled to controls: 0 for no effect and ±100 for the full control effect; nearly all actives have a fitted effect of over 50% in size
#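 Rat TrxR1, dispensed at 90 nM, was prereduced with 400 uM NADPH (final) for 5 min at ~22 deg C, then incubated with compound 15 min before 400 uM selenite. A first-read NADPH fluorescence drop versus no-compound background flagged substrates.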
# USP1 inh: blocks the human USP1/UAF1 deubiquitinase complex. Potency, µM (highest dose often 57.1 µM), for the others: top-dose activity change, negative = inhibition, usual class: inhibitors. 390,000 compounds, 0.23% hits. recombinant USP1/UAF1, Ub-Rhodamine cleavage fluorescence; also: potency is read from the fitted curve at half-maximal effect; % is scaled to controls: 0 for no effect and ±100 for the full control effect; nearly all actives have a fitted effect of over 60% in size; inactives centre near -12
#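 USP1/UAF1 complex (1 nM) preincubated 15 min at room temperature with compound, then Ub-Rho substrate (150 nM final) added. Kinetic fluorescence at 480/540 nm over 6 reads at 60 s intervals; 50 mM HEPES pH 7.8, 0.5 mM EDTA, 0.1 mg/ml BSA, 1 mM TCEP, 0.01% Tween-20.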
# Vif-APOBEC3F blk: Vif-A3F binding inhibition; HeLa A3F-eYFP + Vif (tagged APOBEC3F with the HIV-1 protein that degrades it), YFP fluorescence increase; 390,000 compounds, 0.2% hits; Potency, µM (titrated, usually from 46.1 µM), inactives show at the top dose activity, negative = active; also: potency is read from the fitted curve at half-maximal effect; % of control where 0% means no effect; nearly all actives have a fitted effect of over 65% in size
#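 Fluorescence increase (Ex 488/Em 500-530) after overnight compound treatment at 37 deg C flags inhibition of Vif-driven A3F-eYFP loss in stable HeLa A3F-eYFP/Vif cells seeded overnight beforehand.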
# Vif-APOBEC3G blk: inhibitors of Vif-APOBEC3G interaction. Q9HC16. Potency, µM (titrated, usually from 46.1 µM), for inactives: top-dose activity, negative = active, most hits filed as inhibitors. 410,000 compounds, 0.076% hits. HeLa A3G-eYFP + Vif (tagged APOBEC3G with the HIV-1 protein that degrades it), YFP fluorescence, overnight;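 also: potency is read from the fitted curve at half-maximal effect; % is scaled to controls: 0 for no effect and ±100 for the full control effect; nearly all actives have a fitted effect of over 60% in size; hits raise eYFP signal because A3G escapes Vif-driven loss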
# Target sequence (Q9HC16 whole entry, looked up): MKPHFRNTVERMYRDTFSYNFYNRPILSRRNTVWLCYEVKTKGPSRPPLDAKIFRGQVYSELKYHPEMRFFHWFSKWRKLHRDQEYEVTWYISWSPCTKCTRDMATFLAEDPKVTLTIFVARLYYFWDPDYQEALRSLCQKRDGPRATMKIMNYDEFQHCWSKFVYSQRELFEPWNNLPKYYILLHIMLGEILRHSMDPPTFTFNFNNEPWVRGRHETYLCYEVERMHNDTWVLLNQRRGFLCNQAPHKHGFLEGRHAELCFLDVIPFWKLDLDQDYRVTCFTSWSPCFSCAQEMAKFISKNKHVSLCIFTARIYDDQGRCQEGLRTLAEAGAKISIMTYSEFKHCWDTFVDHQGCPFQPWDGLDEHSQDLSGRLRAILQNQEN
#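 Read-out is eYFP fluorescence (Ex 488/Em 500-530) from Vif-expressing HeLa A3G-eYFP cells; more signal means A3G escaped Vif-mediated degradation. Cells plated overnight, compound pinned in, incubated overnight at 37 deg C.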
# LDHA block: blocks human lactate dehydrogenase A. P00338. purified LDHA, NADH/diaphorase-resazurin fluorescence; hits give low values. activity change, % (values are at about 110 or 230 µM). 480,000 compounds, 0.15% hits. AID 1347041; in the data active = activity change below about -30%; inconclusive = mostly about -25% to -30%;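 also: plate controls were DMSO wells for no effect and wells without enzyme for full effect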
#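 Human LDH5 at 2 nM final in Tris HCl pH 7.4 with 0.06 mM NADH and 0.2 mM pyruvate, reacted 5 minutes at room temperature. Remaining NADH coupled via diaphorase/resazurin; resorufin fluorescence read at 0 and 20 minutes, normalized to enzyme-free and DMSO wells.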
# Glioma ERSR ind: inducers of ER stress response in human glioma cells; U87-MG GRP78 promoter luciferase reporter, 16 h; Potency, µM, for inactives: at the top dose activation, most hits filed as activators; 420,000 compounds, 0.02% hits; AID 602332; also: potency is read from the fitted curve at half-maximal effect; series mostly up to about 76 µM; % of control where 0% means no effect; nearly all actives have a fitted effect of over 35% in size
#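 ERSR induction read as luciferase luminescence (Bright-Glo, 10 min at room temperature) in stably transfected human U87-MG glioma cells exposed to compounds for 16 h, using GRP78 as sensor.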
# PI4K2A block: blocks human PI4K2A kinase activity | Q9BTU6 | purified PI4K2A, ADP-Glo luminescence, 1 h; hits give low values | activity change, negative = inhibition, % at 76.9 µM | 420,000 compounds, 0.13% hits | AID 1346378; in the data active = activity change below about -50%; inconclusive = mostly about -30% to -49%;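 also: -100% = wells without enzyme as full effect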
#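 PI4K2A activity was measured by ADP-Glo luminescence: enzyme (4 ug/mL stock) and phosphatidylinositol (1.2 mM stock) in Tris pH 7.5/MgCl2/EGTA/Triton X-100 buffer were reacted with ATP (300 microM stock) for one hour at ambient temperature.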
# An asterisk follows results filed as active; u = inconclusive; x = no result given; & = joins results of further samples; [ ] = another dose, or the depositor's remark. Unless noted, calls follow the shape of the dose curve; as a rule, active = well fitted curve in the direction sought with a large enough effect; inconclusive = small, poorly fitted or top-dose-only effect, or another doubt; inactive = no such curve, though single readings can be large; an effect the other way counts as inactive or inconclusive.
SMILES,IDH1 R132H inh,RXFP1 ag,TrxR1 substrate,USP1 inh,Vif-APOBEC3F blk,Vif-APOBEC3G blk,LDHA block,Glioma ERSR ind,PI4K2A block
C/C(CC(=O)NC(C)c1ccccc1)=N\NC(N)=S (stereo not drawn),6%,0.6%,0%,-22%,3%,2%,0,-2%,0
Cn1ccc(C(=O)Nc2sc3c(c2C(N)=O)CCCCC3)n1,3%,-3.1%,8%[57.1 µM],-23%,-5%,-1%,-5,-8%,-6
CCCC12CN3CC(CCC)(CN(C1)C3c1ccco1)C2=O (stereo not drawn),6%,0.4%,5%,-16%,-29%,-4%,-5,-3%,0
O=C(NC(=S)Nc1ccccc1[N+](=O)[O-])c1cncc(Br)c1,12%,0.9%,-4%,-19%,u,2%,0,1%,0
CCCNC(=O)c1ccc2c(c1)N(Cc1cccc(C)c1)C(=O)c1ccccc1S2,-3%,0.4%,-7%[57.1 µM],-31%,-7%,4%,-7,-4%,-2
O=C(COC(=O)CCc1ccccc1)NC(c1ccccc1)c1ccccc1,1%,0.4%,-20%,-3%,0%,0%,-2,1%,-1
Cc1cc(SCC(=O)OCC(=O)N(C)C2CCS(=O)(=O)C2)c(C)cc1Br (stereo not drawn),0%,-0.7%,-4%,-5%,-3%,0%,-2,-4%,-2
Cc1nc2cc(NC(=O)NCc3ccco3)ccc2n1C,5%,1.9%,6%[57.1 µM],-14%,-4%,-2%,4,7%,-2
CCCOc1ccc(F)cc1-c1cc(C(=O)NCc2cccs2)[nH]n1,x,x,x,x,x,-10%,5,-1%,-15
CCC(=O)Nc1c(C)n[nH]c1C,7%,0.5%,1%,4%,-6%,1%,-12,-4%,4
COc1cccc(NC(=O)C(=O)NCC(c2ccco2)N2CCc3ccccc3C2)c1 (stereo not drawn),0%,1.2%,-3%,-24%,-4%,1%,-5,-3%,-7
O=C(Nc1ccc(Cl)cc1)C1C2C=CC3(O2)C1C(=O)N(CCCN1CCCCC1)C3C(=O)NC1CCCCC1 (stereo not drawn),-1%,-2.0%,5%,-23%,-16%,1%,-5,-2%,-2
COc1ccccc1CC(=O)NNS(=O)(=O)c1ccccc1[N+](=O)[O-],-11%,-1.5%,-2%,6%,-5%,4%,-9,-4%,0
Cc1cccc(C(=O)OCC(=O)c2c(C)[nH]c3ccccc23)c1O,4%,0.0%,3%,-13%,-22%,0%,-2,4%,5
COc1ccc(C(C(=O)NCC2CCCO2)N(C(=O)c2snc(C(N)=O)c2N)c2ccc(C)cc2)cc1OC (stereo not drawn),0%,2.7%,11%[57.1 µM],-11%,8%,-6%,-2,0%,0
N#CCCc1cccc(CCC#N)c1,0%,2.2%,-2%,4%,-4%,1%,-1,-7%,-1
CCCCn1c(N)c(N(CC(C)C)C(=O)CN2C(=O)C3CCCCC3C2=O)c(=O)[nH]c1=O (stereo not drawn),3%,0.1%,-4%[57.1 µM],-8%,10%,0%,-6,-4%,1
Cc1ccc(NC(=O)N2CCN(C(=O)c3ccco3)CC2)cc1Cl,10%,-3.0%,-3%,-15%,u,0%,3,-1%,2
CC(=O)NC(CC(=O)NCCCn1ccc2ccccc21)c1ccccc1 (stereo not drawn),8%,3.3%,4%[57.1 µM],-20%,-3%,-7%,-2,0%,0
CCCCC(=O)Nc1cccc2c1C(=O)N(c1ccccc1)C2=O,10%,0.6%,-6%,-2%,9%,-13%,0,1%,-8
COCCNC(=O)c1cc(-c2ccccc2)nn1CC1CC(c2cccnc2)=NO1 (stereo not drawn),-9%,x,10%[57.1 µM],-15%,-1%,0%,-8,-2%,-2
Cc1ccc([C@H]2N[C@]3(CCCN(Cc4ccc(Cl)cc4)C3=O)[C@H]3C(=O)N(C)C(=O)[C@@H]23)cc1,7%,x,x,u,0%,-3%,2,-4%,-2
Cc1ccc(S(C)(=O)=NS(=O)(=O)c2cccc3nsnc23)cc1 (stereo not drawn),3%,2.3%,2%,-9%,11%,4%,-4,-1%,2
CC1Cc2ccccc2N1C(=O)CSc1nccc(=O)[nH]1 (stereo not drawn),2%,-1.0%,6%[57.1 µM],-19%,-2%,0%,-9,2%,-1
O=C(Nc1cc(SCCO)cc([N+](=O)[O-])c1)c1ccc(Br)o1,14%,1.5%,-12%,-8%,-3%,0%,-1,-7%,4

# Sorted by value in USP1 inh (descending): some entries from above
molecule | RXFP1 ag | TrxR1 substrate | USP1 inh | Vif-APOBEC3G blk | Glioma ERSR ind | PI4K2A block
COc1ccccc1CC(=O)NNS(=O)(=O)c1ccccc1[N+](=O)[O-] | -1.5% | -2% | 6% | 4% | -4% | 0
O=C(Nc1cc(SCCO)cc([N+](=O)[O-])c1)c1ccc(Br)o1 | 1.5% | -12% | -8% | 0% | -7% | 4
C/C(CC(=O)NC(C)c1ccccc1)=N\NC(N)=S (stereo not drawn) | 0.6% | 0% | -22% | 2% | -2% | 0

# Following part
SMILES,IDH1 R132H inh,RXFP1 ag,TrxR1 substrate,USP1 inh,Vif-APOBEC3F blk,Vif-APOBEC3G blk,LDHA block,Glioma ERSR ind,PI4K2A block
OCc1ccccc1CNCc1ccccc1,-2%,-1.1%,12%,-10%,-5%,1%,-9&0,-4%,2
Cc1cc(C)nc(N(C#N)C(C)C(=O)N(C)C)n1 (stereo not drawn),-1%,1.1%,8%[57.1 µM],-3%,-1%,-1%,-7,-5%,5
Cc1nn(CCc2n[nH]c(=S)n2-c2ccc(F)c(Cl)c2)c(C)c1[N+](=O)[O-],7%,1.3%,2%[57.1 µM],-1%,-12%,0%,-12,3%,-1
COCCNCc1ccc(Cl)cc1Cl,-6%,-0.4%,0%,-6%,1%,1%,-3,-4%,-2
FC(F)(F)c1ccc(Oc2ccc3cc(Br)ccc3c2)nc1,-1%,-1.1%,0%,5%,-17%,-3%,-5,1%,-1
CCCCc1nc2ccccc2n2c(-c3ccc(OC)cc3)c3c(=O)n(C)c(=O)n(C)c3c12,-8%,0.2%,46%[activator],-26%,3%,1%,-5,3%,3
C/C=C/C(=O)OCc1csc(CC(=O)Nc2ccccc2C)n1,-8%,-0.1%,0%,-11%,-2%,-1%,-1,-1%,0
O=C(NCc1cccnc1)c1ccc(NC(=O)c2ccc(Br)cc2)cc1,-4%,5.1%,6%[57.1 µM],-12%,7%,-2%,-10,0%,-8
Cc1ccc(S(=O)(=O)c2nc(S(C)(=O)=O)sc2N(C)Cc2ccccc2)cc1,0%,4.0%,-4%,-10%,1%,4%,2,-5%,2
Cc1cccc(C(OC(=O)c2ccco2)C(=O)NCc2ccccc2)n1 (stereo not drawn),2%,-0.1%,11%[57.1 µM],-2%,0%,4%,4,-2%,-1
COc1ccc(CCNC(=O)CCCCCN2C(=O)[C@@H]3Cc4ccccc4CN3C2=O)cc1OC,0%,0.6%,-6%,-20%,-7%,0%,-8,-4%,5
COc1ccc(NC(=O)c2ccc3c(=O)n4nc(Nc5ccccc5C)sc4nc3c2)cc1Cl,-9%,0.5%,4%,-32%,-5%,0%,-2,-2%,0
C=C1CCN([C@@H](CC(C)C)C(=O)N2CCCC2)S(=O)(=O)c2ccccc21,-12%,x,7%[57.1 µM],-17%,1%,2%,1,-5%,0
COc1cc(OC)cc(C(=O)NCc2ccc3c(c2)cc(C)n3C)c1,4%,20%,-4%,-20%,-2%,u,-6,-5%,-2
C/C=C(\C)C(=O)OC(C)(C)[C@H]1Cc2cc3ccc(=O)oc3cc2O1,4%,1.5%,186%[activator],-22%,-3%,-9%,2,0%,-1
CC(=O)c1ccc(N(C(=O)CNC(=O)c2ccco2)C(C(=O)NC2CCCC2)c2ccncc2)cc1 (stereo not drawn),7%,4.2%,12%[57.1 µM],-14%,9%,0%,-6,-2%,0
COc1ccc(NS(=O)(=O)c2ccc(/C=C/C(=O)O)cc2)cc1S(=O)(=O)N1CCOCC1,7%,1.4%,4%,-20%,6%,0%,7,-4%,1
COc1cc(N(C)C)c(OC)cc1/C=C/c1ccnc2ccccc12,x,x,0%,x,x,7.1µM*,6,2%,x
CCNC(=O)C1CCCN(C(=O)c2ccccc2F)CC1 (stereo not drawn),x,x,x,x,x,0%,-2,2%,-4
Clc1ccc2nc(COc3ccccc3)[nH]c2c1,-8%,-1.5%,2%,-23%,-5%,u,-4,u,-1

# Four structures already listed, sorted by count of non-hydrogen atoms, ascending:
SMILES,IDH1 R132H inh,RXFP1 ag,TrxR1 substrate,USP1 inh,Vif-APOBEC3F blk,Vif-APOBEC3G blk,LDHA block,Glioma ERSR ind,PI4K2A block
FC(F)(F)c1ccc(Oc2ccc3cc(Br)ccc3c2)nc1,-1%,-1.1%,0%,5%,-17%,-3%,-5,1%,-1
COc1cc(N(C)C)c(OC)cc1/C=C/c1ccnc2ccccc12,x,x,0%,x,x,7.1µM*,6,2%,x
COc1ccc(NS(=O)(=O)c2ccc(/C=C/C(=O)O)cc2)cc1S(=O)(=O)N1CCOCC1,7%,1.4%,4%,-20%,6%,0%,7,-4%,1
CC(=O)c1ccc(N(C(=O)CNC(=O)c2ccco2)C(C(=O)NC2CCCC2)c2ccncc2)cc1 (stereo not drawn),7%,4.2%,12%[57.1 µM],-14%,9%,0%,-6,-2%,0

# Bioassay records from PubChem.

# Not all compounds are listed, so the mix of outcomes need not match the whole.
